RSV CPE inhibition: RSV antiviral activity via CPE protection, HEp-2 cells, primary 10 µM value included (AID 2391). HEp-2 cells, RSV-induced CPE inhibition; higher % means a stronger effect. one-dose CPE inhibition, % at 10 µM; IC50 in µM for titrated hits. 0.13% of 310,000 active; in the data active = a potency from the dose series; inconclusive = CPE inhibition mostly from about 23% at the one dose, without a potency; inactive = the rest, 99 in 100 with CPE inhibition below about 21%; also: strong numbers were not always called active
PhoP inhibition: inhibitors of PhoP regulon expression, primary screen, Salmonella Typhimurium, GFP reporter (AID 1863) | 0.16% of 300,000 active | S. Typhimurium PhoP-regulated promoter GFP reporter, 4 h; higher % means a stronger effect | one-dose inhibition, % at 50 µM; IC50 in µM for titrated hits;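 active = inhibition over 29.93%, a cutoff 3 SD above the screen mean, later confirmed by dose response; inconclusive = inhibition over 29.93% but no dose response follow-up; inactive = inhibition at most 29.93% or unconfirmed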;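 also: 0% = low Mg2+ inducing control and 100% = high Mg2+ repressing control; strong numbers were not always called active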
Rac1 GTP hydrolysis: MgcRacGAP GTPase-activating activity inhibitors, confirmation, biochemical, ADP Hunter fluorescence; MgcRacGAP-stimulated Rac1 GTP hydrolysis, ADP Hunter fluorescence; higher % means a stronger effect; GST-tagged Rac1 F28L mutant substrate; inhibition, % at 30 µM, or IC50 in µM where a hit was titrated; 0.6% of 340,000 active;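 active = first-screen hits whose inhibition reached a set limit at any dose in the follow-up dose series; inconclusive = inhibition above the set first-screen limit but never retested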;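 also: fluorescence reports GDP produced by GAP-driven GTP hydrolysis; strong numbers were not always called active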
TNAP activation fold: stimulation of alkaline phosphatase TNAP activity – biochemical, luminescent, no phosphate acceptor, uHTS, primary screen (AID 1001); purified TNAP, luminescent activation assay, no phosphate acceptor; higher activation fold means a stronger effect; one-dose activation fold at 20 µM; EC50 in µM for titrated hits; 0.03% of 200,000 active; in the data active = activation fold from about 3, or a potency from the dose series; inactive = the rest, 99 in 100 with activation fold below about 1.6; also: many of its hits are not listed in these tables
T cell modulator: modulates CD8 T cell binding to vesicles; 0.068% of 330,000 active; calls only at 7 µM; 2C CD8+ T cell-vesicle binding, flow cytometry; active compounds read low;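 active = response, share of CD8 T cells binding vesicles, and their 90th percentile fluorescence all below set limits, cut at about 80% in these data, passing the limit was not always enough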
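Assay system: 2C TCR transgenic mouse naive CD8+ T cells, MACS-purified | Read-out: CD8+ gate FL2 mean fluorescence as % of same-row positive control | Signal: High-throughput flow cytometry with anti-B7-1 and anti-CD8 staining | Timing: Binding step 1.5 h, 37 °C, antibody labelling 20 min, ice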
NTR1 ag: agonists of NTR1, primary screen, imaging, U2OS cells, beta-arrestin-GFP, high content (AID 493036) | activation, % at 20 µM | P30989 | NTR1-U2OS beta-arrestin-GFP spot imaging, agonist mode | 0.17% of 330,000 active;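 active = activation at or above 40% of the spot to cytoplasm intensity ratio, with at least 20 cells analyzed; inconclusive = wells under 20 cells, flagged as cytotoxic or low count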;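 also: 0% = DMSO without peptide and 100% = 100 nM NTR1 peptide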
Target sequence (P30989 whole entry, looked up): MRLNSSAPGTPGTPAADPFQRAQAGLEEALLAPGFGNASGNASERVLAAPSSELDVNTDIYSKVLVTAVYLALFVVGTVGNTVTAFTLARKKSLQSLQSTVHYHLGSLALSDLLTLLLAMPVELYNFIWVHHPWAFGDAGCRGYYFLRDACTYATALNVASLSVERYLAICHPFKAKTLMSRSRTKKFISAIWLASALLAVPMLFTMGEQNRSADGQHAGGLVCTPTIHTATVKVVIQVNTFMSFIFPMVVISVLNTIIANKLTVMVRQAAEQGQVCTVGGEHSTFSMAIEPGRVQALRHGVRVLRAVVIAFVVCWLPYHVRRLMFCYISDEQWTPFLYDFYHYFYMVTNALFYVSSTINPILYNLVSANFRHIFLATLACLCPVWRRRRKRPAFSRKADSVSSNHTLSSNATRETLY
UTI89 phage lysis: inhibition of K1F phage lysis, E. coli UTI89, bacterial capsule biogenesis inhibitors, alamar blue (AID 488966); E. coli UTI89 K1F phage lysis, alamar blue, 2 h; higher % means a stronger effect; inhibition, % at 100 µM, or IC50 in µM where a hit was titrated; 0.02% of 340,000 active;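 active = phage lysis inhibition, versus mean bacterial control, above a set limit; inconclusive = no clear call, values can overlap the other calls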;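 also: capsule biogenesis inhibitors block K1F phage lysis so surviving cells raise fluorescence; higher fluorescence means more inhibition of phage lysis; actives were called in the ten point dose series up to 300 µM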
Myeloid diff MLP: promotes myeloid progenitor differentiation; ER-HoxA9 myeloid progenitors, lysozyme-GFP differentiation, flow cytometry; calls only at 10 µM; 1% of 360,000 active;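 active = normalized GFP-positive differentiation at or above the plate's own cutoff, the solvent-only control mean plus 3 SD; inconclusive = no clear call, values can overlap the other calls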;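 also: cells exposed to compound for four days before flow analysis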
Large T inhibition: SV40 large T antigen inhibitors, biochemical (AID 1903) | SV40 large T antigen ATPase/helicase inhibition assay; higher % means a stronger effect | 0.39% of 310,000 active | inhibition, % at 20 µM, or IC50 in µM where a hit was titrated; in the data active = a potency from the dose series; inconclusive = inhibition mostly from about 32% at the one dose, without a potency; inactive = the rest, 99 in 100 with inhibition below about 32%; also: strong numbers were not always called active
T cell modulator vesicle-bound %: recorded beside T cell modulator, whose call it bears; double positive events, %; measured here: CD8+ vesicle-bound cell fraction;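 binding gate set so that unloaded-vesicle control wells show 10% double positive cells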
NTR1 ag cell count 20 µM: recorded beside NTR1 ag, whose call it bears; cell count; measured here: cell count, cytotoxicity flag
Myeloid diff MLP GFP+ MAC1+ %: further read-out of Myeloid diff MLP, marked with its call; GFP+ MAC1+ double positive, %; measured here: differentiation confirmed by MAC1 staining
Active calls of the source: *; i = inactive; ? = inconclusive; · = no result given; + = active, no number; [ ] = dose if it differs, or a comment.

SMILES	RSV CPE inhibition	PhoP inhibition	Rac1 GTP hydrolysis	TNAP activation fold	T cell modulator	T cell modulator vesicle-bound %	NTR1 ag	NTR1 ag cell count 20 µM	UTI89 phage lysis	Myeloid diff MLP	Myeloid diff MLP GFP+ MAC1+ %	Large T inhibition
O=C(Cc1cccs1)N=Nc1c(O)[nH]c2ccccc12	1.3%	3%	14%	·	i	38	1.2	46	0.6%	i	0.4	13%
Cc1n[nH]c(=O)n1-c1ccc(OC(F)(F)F)cc1	-0.9%	-5%	3%	1.1	i	59	0.2	47	0.6%	i	0.4	4%
CCn1ccnc1CN(C)Cc1nc(Cc2cccc(C(F)(F)F)c2)no1	-0.2%	-2%	-1%	1.1	i	51	0.5	67	0.2%	i	0.0	5%
Oc1ccc(-c2nc(-c3ccc(O)c(O)c3)cs2)cc1	1.5%	21%	?	0.7	i	42	0.5	72	3.4%	i	1.1	36µM*
NS(=O)(=O)c1cc(C(=O)OCC(=O)NNC(=O)c2ccccc2)ccc1Cl	3.0%	1%	3%	·	i	39	-1.1	46	0.8%[50 µM]	i	0.8	10%
COCCCNCCOCCOc1ccc(C)cc1Br	-1.2%	1%	7%	1.1	i	48	-1.8	60	-0.5%[50 µM]	i	1.1	8%
O=C(Cc1cccs1)Nc1ccccc1	2.0%	-3%	6%	·	i	48	-0.8	41	0.1%	i	1.0	13%
COC(=O)/C=C1/C(=O)N/C(=N\c2nc(C)cc(C)n2)N1c1ccc(OC)cc1	-1.1%	-1%	9%	1.2	i	56	-1.1	68	0.2%	?	·	3%
O=C(NCc1ccco1)C1(S(=O)(=O)c2ccccc2)CC=CC1	1.3%	-11%	7%	·	i	21	-1.5	58	0.5%	i	1.4	8%
CN1CCN(CCCNC(=O)c2nnc(Cc3c(F)cccc3Cl)o2)CC1	-1.3%	-6%	0%	1.1	i	34	-0.8	57	1.5%	i	0.6	-2%
CN1CCN(NC(=O)Nc2ccc([N+](=O)[O-])cc2)CC1	0.6%	0%	11%	·	i	67	-1.6	40	2.0%[50 µM]	i	0.9	4%
CCS(=O)(=O)N1CCN(C(=O)CC(C)C)CC1	1.1%	3%	0%	1.1	i	12	0.9	74	4.2%	i	0.7	0%
Cc1ccc(OCC(=O)N(Cc2cccs2)C2CCS(=O)(=O)C2)cc1 (centres undefined)	0.1%	-6%	4%	·	i	37	0.0	57	-1.0%	i	0.2	15%
O=C(Nc1ccc(S(=O)(=O)NCc2ccco2)cc1)C1CCCCC1	3.7%	-11%	5%	1	i	7	-1.1	31	-0.3%	i	0.4	5%
CCNc1c(NS(=O)(=O)c2ccc(Cl)s2)c(=O)oc2ccccc12	0.7%	-1%	5%	·	i	28	0.7	55	0.1%	i	0.3	11%
CC(C)CCCN1C(N(C)C)=NC[C@@H]1C	1.1%	·	4%	·	i	45	-2.3	41	-0.7%	i	1.4	17%
COc1ccccc1/C=C/C=N/n1c(C)nnc1C	-0.4%	4%	4%	1.1	i	9	1.6	42	-0.2%	i	0.3	-1%
Cc1cccc(OCC(=O)N2CCc3ccccc3C2)c1	0.9%	-6%	13%	·	i	58	-0.3	64	0.2%	i	1.0	-1%
COc1cc(/C=C/C(=O)NCc2ccccn2)cc(OC)c1OC	1.5%	-6%	6%	1.1	i	26	-0.9	76	4.8%	i	0.3	8%
Clc1ccccc1CSc1nnc(/C=C/c2ccccc2)o1	5.7%	5%	10%	1	i	34	3.9	67	0.2%	i	0.9	0%
COc1ccc(S(=O)(=O)N2CCOCC2)cc1NC(=O)c1ccc(OCC(C)C)c(OC)c1	0.8%	·	-4%	·	i	33	0.3	47	-0.3%[50 µM]	i	0.3	·
CS/C(N)=N/N=C/c1cc(Br)cc(Br)c1O	7.0%	2%	0%	·	i	42	0.6	48	0.2%	i	0.2	9%
CCOc1ccc(C(CCc2ccccc2)NC(=O)c2ccc(OC)c(OC)c2)cc1OCC (centres undefined)	9.5%	-13%	6%	1.1	i	40	2.2	55	0.5%	i	8.3	6%
O=C(CN1CCCCC1)Nc1cccc([N+](=O)[O-])c1	1.4%	24%	5%	1.1	i	38	15	83	1.6%	i	0.3	-2%
O=C(NC1(C(F)(F)F)NC(=O)N(Cc2ccco2)C1=O)c1cccnc1 (centres undefined)	0.5%	2%	6%	1.1	i	51	-1.2	66	-0.5%[50 µM]	+	3.2*	18%
Cc1ccc(NC(=O)CN(C)C(=O)COC(=O)CNS(=O)(=O)c2ccc(Br)cc2Cl)cc1	0.8%	4%	5%	·	i	11	7.1	65	-0.2%	i	4.1	8%
COc1ccc(/C=N/NC(=O)CCc2c(C)n[nH]c2C)cc1OC	0.0%	-4%	10%	1.1	i	15	1.4	84	0.8%	i	2.5	1%
CCN(CC)Cc1cc2ccccc2c2c1COC2	-2.4%	9%	9%	1.1	i	36	-0.5	100	-0.3%	i	1.7	12%
COc1ccc(C(NCC(=O)NC(C)c2ccc(Cl)cc2)c2ccccc2)cc1 (centres undefined)	5.0%	5%	22%	·	i	18	6.8	81	1.0%	i	1.0	1%
O=C(c1ccco1)N1CCN(C(=O)N2CCCC2)CC1	1.7%	-1%	12%	1	i	39	0.8	56	0.1%	i	0.3	34%
O=C(C1CCCN(S(=O)(=O)c2ccccc2)C1)N1CCCCCC1 (centres undefined)	3.2%	-3%	4%	1.1	i	8	0.0	64	1.3%[50 µM]	i	0.5	11%
O=C(O)c1nnn(-c2cc(C(F)(F)F)cc(C(F)(F)F)c2)c1-c1ccccc1	0.4%	-6%	10%	·	i	59	-0.4	43	-0.2%	i	0.1	5%
C/C(Cc1ccccc1)=N\NC(=O)CNC(=O)c1ccccc1	0.5%	3%	3%	1.1	i	35	0.6	79	0.1%	i	0.1	10%
CN1CCN(CC(=O)Nc2ccc(OCc3ccccc3)cc2)CC1	-1.7%	2%	·	1	i	6	-0.7	33	·	·	·	0%
CCOc1ccc(C(=O)/C=C/Nc2ccc(S(=O)(=O)N=C(N)N)cc2)cc1	1.4%	-13%	2%	1.1	i	46	1.4	64	2.3%	i	0.6	4%
O=c1/c(=C/c2ccccc2)sc2nnc(-c3cccs3)n12	1.4%	-3%	·	·	i	14	0.6	55	·	i	0.9	0%
CC(C)=C1C2CCC1C1C(=O)N(NC(=O)COc3ccc(Cl)c(C)c3)C(=O)C21 (centres undefined)	21%	-1%	2%	1.1	i	34	-0.6	55	1.9%	i	0.3	10%
Cc1cccc(N(CC(=O)Nc2ccc(-c3nc4ccc(C)cc4s3)cc2)S(C)(=O)=O)c1	7.5%	20%	11%	1	i	54	1.0	48	-0.4%	i	1.8	1%
CC[C@]12c3[nH]c4ccc(Cl)cc4c3CCN1C(=O)[C@@H](CC(=O)NCCc1ccccn1)C[C@@H]2C(=O)N1CCN(C(=O)c2ccco2)CC1	·	·	3%	·	·	·	3.4	61	0.1%	i	1.9	·
CCNC(=O)N(C)C[C@H]1N[C@@](Cc2ccccc2)(C(=O)OC)[C@H]2C(=O)N(C)C(=O)[C@@H]12	·	·	5%	·	i	22	-0.4	64	0.4%	i	1.9	·
Cc1ccc(C)c(C(=O)Cn2ncc(Cl)c(Cl)c2=O)c1	-3.8%	0%	10%	1.1	i	63	-0.4	44	0.0%	?	·	-3%
COc1ccc(NC(=O)CSc2sc3c(O)cc(=O)[nH]c3c2C#N)c(OC)c1	2.5%	-6%	11%	·	i	8	-2.6	65	-0.1%	i	0.2	18%
CN(C)c1ccc(C=NCCC2(c3ccccc3)CCOC(C)(C)C2)cc1 (centres undefined)	0.9%	-8%	8%	·	i	46	-0.7	60	0.3%	i	0.1	·
COc1ccc(C(=NNc2ccccc2C(=O)O)c2ccc(OC)cc2)cc1	14%	10%	6%	1.1	i	43	2.1	52	1.4%	i	0.2	34%
CCc1cc(C(=O)Nc2nnc(C3CC3)s2)sc1C	6.0%	·	-1%	·	i	40	4.8	52	-0.3%[50 µM]	i	0.1	·
O=C(Nc1ccc(Nc2ccncc2)cc1)c1ccc(Nc2ccnc3ccc([N+](=O)[O-])cc23)cc1	·	-10%	23%	·	·	·	·	·	-0.2%	i	1.0	·
O=C(CCN1C(=O)C2C3CCC(C3)C2C1=O)Nc1ccc(Br)cc1 (centres undefined)	19%	-5%	8%	1	i	3	1.7	52	4.0%[50 µM]	i	1.7	14%
CCc1nnc(NC(=O)CSC(=S)N2CCOCC2)s1	1.6%	-6%	3%	·	i	6	0.6	66	0.2%	i	1.0	24%
CCC(=O)N1c2ccc(S(=O)(=O)NCCc3ccc(OC)c(OC)c3)cc2CC1C (centres undefined)	2.1%	-1%	9%	·	i	2	0.7	54	0.3%	i	0.3	10%
CCN(CC)S(=O)(=O)c1ccc(N2CCCCC2)c(NC(=O)c2ccncc2)c1	2.7%	-4%	0%	1.1	i	34	-0.3	56	0.2%	i	0.5	10%
Next part:
SMILES	RSV CPE inhibition	PhoP inhibition	Rac1 GTP hydrolysis	TNAP activation fold	T cell modulator	T cell modulator vesicle-bound %	NTR1 ag	NTR1 ag cell count 20 µM	UTI89 phage lysis	Myeloid diff MLP	Myeloid diff MLP GFP+ MAC1+ %	Large T inhibition
CC(C(=O)N1CCCC1)N1CCN(S(=O)(=O)c2ccc(C(C)(C)C)cc2)CC1 (centres undefined)	0.2%	·	4%	·	i	32	-3.4	61	-0.2%[50 µM]	i	0.3	·
CCc1ccc(NC(=O)NCCN2CCN(c3ccc(OC)cc3)CC2)cc1	0.5%	3%	4%	·	i	42	-1.2	71	0.1%	i	0.3	8%
COc1ccc(C(=O)NNC(=S)NC(=O)c2ccc(Cl)cc2)cc1	0.3%	·	·	·	i	37	4.2	51	·	·	·	13%
Cc1cccc(NC(=O)CN(CC2CCCO2)C(=O)c2oc3ccc(F)cc3c2C)c1C (centres undefined)	2.5%	·	6%	·	i	38	-1.1	56	-0.2%[50 µM]	i	1.5	·
COc1ccccc1N(CC(O)COc1ccccc1)S(=O)(=O)c1ccccc1 (centres undefined)	0.5%	6%	7%	1	i	51	1.1	57	0.2%[50 µM]	i	1.6	3%
CCOC(=O)C1(Cc2cccc(F)c2)CCN(Cc2cn(CC)nc2C)CC1	-2.3%	-7%	7%	1.1	i	12	1.0	36	-1.9%	i	0.1	6%

Compound activity as filed in PubChem.
